# High-throughput results as filed in PubChem.
# HTT ATP protect = cytoprotection in Huntington HTT-Q103 PC12 cell model; Potency, µM (top dose mostly 56.4 µM), inactives show cytoprotection (ATP increase), hits mostly activators; 230,000 tested, 0.14% active; AID 1471; PC12 HTT-Q103 induced, cytoprotection, ATP luminescence, 40 h;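 also: % of control where 0% means no effect; nearly all actives have a fitted effect of over 45% in size; toxic huntingtin expression switched on by the ecdysone agonist tebufenozide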
#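 Huntington model: PC12 line, ecdysone-inducible HTTQ103 exon1–GFP, tebufenozide 100 nM. Test articles in a dose series. Endpoint luminescence from cellular ATP.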
# TRb SRC2 PPI = TRbeta-SRC2 interaction inhibition; P10828; TRbeta-SRC2 peptide binding, fluorescence polarization; receptor liganded with 1 µM T3; Potency, µM (titrated, usually from 106 µM), for inactives: top-dose activity change, negative = inhibition, most hits filed as inhibitors; 280,000 tested, 0.065% active;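 also: plate controls were bound peptide for no effect and peptide without receptor for full effect; nearly all actives have a fitted effect of over 50% in size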
# Target sequence (P10828 whole entry, looked up): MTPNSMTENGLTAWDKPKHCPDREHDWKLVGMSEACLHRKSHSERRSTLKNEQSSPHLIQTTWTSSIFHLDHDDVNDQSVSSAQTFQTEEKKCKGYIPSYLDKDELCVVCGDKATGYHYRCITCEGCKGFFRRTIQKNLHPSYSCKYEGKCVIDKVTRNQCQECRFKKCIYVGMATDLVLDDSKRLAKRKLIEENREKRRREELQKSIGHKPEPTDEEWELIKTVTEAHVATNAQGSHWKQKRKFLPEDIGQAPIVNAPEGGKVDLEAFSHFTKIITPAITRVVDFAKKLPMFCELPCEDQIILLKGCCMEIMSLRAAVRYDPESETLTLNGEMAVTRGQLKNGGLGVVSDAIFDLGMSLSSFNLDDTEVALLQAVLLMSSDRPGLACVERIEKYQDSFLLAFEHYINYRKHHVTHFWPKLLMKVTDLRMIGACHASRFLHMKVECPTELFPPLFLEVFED
#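 Binding of a 20-amino-acid Texas Red SRC2 peptide (20 nM) to TRb ligand-binding domain (0.6 uM) with agonist T3 at 1 uM was followed by fluorescence polarization after a 5 hr room-temperature incubation.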
# RECQ1 inh = inhibitors of human RECQ1 DNA helicase; Potency, µM (doses to about 57.3 µM), for inactives: at the highest dose activity, negative = inhibition, actives largely listed as inhibitors; RECQ1 DNA unwinding, red fluorescence kinetic read; 240,000 tested, 0.54% active; P46063; AID 2549;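 also: plate controls were vehicle for no effect and no enzyme for full effect; nearly all actives have a fitted effect of over 30% in size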
#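 50 nM RECQ1T1 preincubated 15 min with compound in Tris pH 8.0 buffer with MgCl2, DTT, Tween-20 and 2.5 ug/ml poly(dI-dC); started with 200 nM TAMRA/BHQ-2 forked duplex and 2 mM ATP. Unwinding read as fluorescence (525/598 nm), two reads 2 h apart.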
# TR SRC2 fluor cs = counter-screen for TRb-SRC2 inhibitors: fluorescence interference; TRb/SRC2 Texas Red total fluorescence interference; Potency, µM (series often up to 106 µM), for inactives: at the top dose fluorescence change, negative = quenching; 280,000 tested, 0.29% active; AID 1479; active = well fitted curve in either direction with a large enough effect; inconclusive = small, poorly fitted or top-dose-only effect; also: % is scaled to controls: 0 for no effect and ±100 for the full control effect
#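 Human TRb ligand-binding domain at 0.6 uM with 20 nM Texas Red SRC2 peptide in Tris buffer containing 1 uM T3 and 5% DMSO, incubated with compound 5 h at ambient temperature. Total fluorescence (555/632 nm) calculated as parallel + 2 × perpendicular.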
# Tau FP inhib = blocks human tau fibril formation measured by polarization; 280,000 tested, 0.39% active; Potency, µM (series often up to 57.7 µM), for inactives: at the top dose activity, negative = inhibition, most hits filed as inhibitors; AID 1468; K18 P301L tau heparin fibrillization, Alexa594 FP, 6 h; P10636; also: % is scaled to controls: 0 for no effect and ±100 for the full control effect; nearly all actives have a fitted effect of over 55% in size
# Target sequence (P10636 561-689 P618L limits assumed): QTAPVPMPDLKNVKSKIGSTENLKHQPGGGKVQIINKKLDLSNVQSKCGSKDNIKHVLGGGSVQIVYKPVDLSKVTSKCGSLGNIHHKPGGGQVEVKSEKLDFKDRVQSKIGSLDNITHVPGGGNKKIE
#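 Recombinant K18 P301L […], labeled with Alexa 594 at 0.24 uM over 15 uM unlabeled; heparin inducer 20 uM final; 37 C, 6 hr; FP endpoint.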
# Tau fibril ThT = tau fibrillization inhibition (ThT binding); P10636; recombinant tau K18 P301L, heparin-induced fibrillization, ThT fluorescence; Potency, µM (titrated, usually from 57.4 µM), inactives show at the highest dose activity, negative = inhibition, hits mostly inhibitors; 270,000 tested, 2.1% active; also: % is scaled to controls: 0 for no effect and ±100 for the full control effect; nearly all actives have a fitted effect of over 55% in size
#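 Aggregation was driven by heparin (20 uM final) acting on recombinant tau […] bearing P301L in 100 mM sodium acetate pH 7; fibrils were detected with Thioflavin T.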
# Tau fluor counter = counter-screen for tau fibril formation inhibitors; 280,000 tested, 0.93% active; Potency, µM (doses to about 57.7 µM), inactives show at the top dose activity change, negative = decrease; tau K18 P301L (four-repeat tau fragment) Alexa594 fluorescence, heparin fibrillization; also: % is scaled to controls: 0 for no effect and ±100 for the full control effect; nearly all actives have a fitted effect of over 55% in size
#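 Human K18 P301L tau (15 uM unlabeled plus 0.24 uM Alexa 594-labeled, final) in 100 mM sodium acetate pH 7 was mixed with compound and 20 uM heparin and incubated 6 hr at 37 C.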
# L3MBTL1 block = blocks human L3MBTL1. Potency, µM (series often up to 57.1 µM), for inactives: top-dose activity, negative = inhibition, actives largely listed as inhibitors. 230,000 tested, 0.66% active. AlphaScreen L3MBTL1–H3K9me1 peptide binding. AID 485360. Q9Y468; also: % is scaled to controls: 0 for no effect and ±100 for the full control effect; nearly all actives have a fitted effect of over 60% in size
#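 Read-out is AlphaScreen signal from streptavidin donor and nickel chelate acceptor beads (10 ug/mL final each) bridging L3MBTL1 (50 nM) and biotinylated K9-monomethylated H3(1-15) peptide (75 nM), after 30 min compound exposure at room temperature.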
# Numbers without * were called inactive; i = inactive; u = inconclusive; x = no result given; [ ] = remark or other dose. Unless noted, calls follow the shape of the dose curve; as a rule, active = well fitted curve in the direction sought with a large enough effect; inconclusive = small, poorly fitted or top-dose-only effect, or another doubt; inactive = no such curve, though single readings can be large; an effect the other way counts as inactive or inconclusive. Potency is read from the fitted curve at half-maximal effect.
smiles	RECQ1 inh	Tau fluor counter	TR SRC2 fluor cs	HTT ATP protect	TRb SRC2 PPI	Tau fibril ThT	L3MBTL1 block	Tau FP inhib
Cc1ccc(CSc2nnc3[nH]c(=O)cc(-c4ccccc4)n23)cc1	x	-12.3%	0.7%	x	3.9%	u	x	-4.2%
Cc1ccc(N(CC(=O)N2CCN(c3ccc(Cl)cc3)CC2)S(=O)(=O)c2c(C)noc2C)cc1	x	-19.4%	-0.7%	x	-5.0%	-4.8%	x	-3.4%
Cc1noc(C)c1CSc1nnc2ccc3ccccc3n12	8.3%	5.6%	1.2%	8.3%	-13.3%	-5.0%	18.6%[11.4 µM]	2.3%
Cc1ccc(C)c(Cn2nnc3c(=O)[nH]c(C4CCN(C(=O)c5cccs5)CC4)nc32)c1	i	-9.4%	-2.7%	-10.8%[10 µM]	1.5%	-9.9%	x	8.9%
CCN(CC)S(=O)(=O)c1ccc(C)c(NC(=O)CN2CCN(Cc3ccccc3)CC2)c1	i	-1.9%	-0.7%	0.7%[10 µM]	14.4%	0.4%	x	1.2%
CCOc1cc(-c2cn(S(=O)(=O)c3cccc4nsnc34)nc2N)cc(OCC)c1OCC	-7.6%	u	-3.0%	3.1%	2.8%	-9.9%	x	-3.4%
O=C(COc1ccccc1)NNc1c2ccccc2nc2ccccc12	-2.0%	2.6%	-1.5%	-71.8%[inhibitor][10 µM]	3.0%	4.8%	-17.3%	-1.2%
CCn1c(=O)c(C(=O)CC#N)c(N)n(Cc2ccccc2)c1=O	-5.3%	-5.0%	-3.6%	13.7%[10 µM]	1.8%	-4.9%	7.8%	-2.1%
COc1ccc(-c2c(C)nn3c(N4CCN(c5cc(Cl)ccc5C)CC4)cc(C)nc23)cc1OC	x	-15.5%	-5.5%	x	4.2%	-16.2%	x	8.9%
N#CCSc1nc2ccccc2c(=O)n1CCC(=O)NCCc1ccccc1	-3.4%	-3.9%	0.5%	1.5%	1.2%	-7.2%	7.3%	-5.0%
COCCCn1cc(C(=O)c2ccccc2OCC(=O)Nc2cccc(F)c2)cc(C#N)c1=O	-0.2%	-17.4%	0.9%	-25.6%	-1.3%	-8.8%	x	-9.0%
COc1cc(C(=O)Nc2nc(-c3cccs3)cs2)cc(OC)c1OC	-14.2%	u	-3.3%	-48.6%[inhibitor][0.074 µM]	-1.7%	-15.2%	-26.8%	4.2%

# An excerpt from above in order of molecular weight, lowest first:
smiles	RECQ1 inh	Tau fluor counter	TR SRC2 fluor cs	HTT ATP protect	TRb SRC2 PPI	Tau fibril ThT	L3MBTL1 block	Tau FP inhib
Cc1noc(C)c1CSc1nnc2ccc3ccccc3n12	8.3%	5.6%	1.2%	8.3%	-13.3%	-5.0%	18.6%[11.4 µM]	2.3%
CCn1c(=O)c(C(=O)CC#N)c(N)n(Cc2ccccc2)c1=O	-5.3%	-5.0%	-3.6%	13.7%[10 µM]	1.8%	-4.9%	7.8%	-2.1%
O=C(COc1ccccc1)NNc1c2ccccc2nc2ccccc12	-2.0%	2.6%	-1.5%	-71.8%[inhibitor][10 µM]	3.0%	4.8%	-17.3%	-1.2%
Cc1ccc(CSc2nnc3[nH]c(=O)cc(-c4ccccc4)n23)cc1	x	-12.3%	0.7%	x	3.9%	u	x	-4.2%
COc1cc(C(=O)Nc2nc(-c3cccs3)cs2)cc(OC)c1OC	-14.2%	u	-3.3%	-48.6%[inhibitor][0.074 µM]	-1.7%	-15.2%	-26.8%	4.2%
N#CCSc1nc2ccccc2c(=O)n1CCC(=O)NCCc1ccccc1	-3.4%	-3.9%	0.5%	1.5%	1.2%	-7.2%	7.3%	-5.0%
Cc1ccc(C)c(Cn2nnc3c(=O)[nH]c(C4CCN(C(=O)c5cccs5)CC4)nc32)c1	i	-9.4%	-2.7%	-10.8%[10 µM]	1.5%	-9.9%	x	8.9%
CCN(CC)S(=O)(=O)c1ccc(C)c(NC(=O)CN2CCN(Cc3ccccc3)CC2)c1	i	-1.9%	-0.7%	0.7%[10 µM]	14.4%	0.4%	x	1.2%
COCCCn1cc(C(=O)c2ccccc2OCC(=O)Nc2cccc(F)c2)cc(C#N)c1=O	-0.2%	-17.4%	0.9%	-25.6%	-1.3%	-8.8%	x	-9.0%
CCOc1cc(-c2cn(S(=O)(=O)c3cccc4nsnc34)nc2N)cc(OCC)c1OCC	-7.6%	u	-3.0%	3.1%	2.8%	-9.9%	x	-3.4%
COc1ccc(-c2c(C)nn3c(N4CCN(c5cc(Cl)ccc5C)CC4)cc(C)nc23)cc1OC	x	-15.5%	-5.5%	x	4.2%	-16.2%	x	8.9%
Cc1ccc(N(CC(=O)N2CCN(c3ccc(Cl)cc3)CC2)S(=O)(=O)c2c(C)noc2C)cc1	x	-19.4%	-0.7%	x	-5.0%	-4.8%	x	-3.4%

# Next section
smiles	RECQ1 inh	Tau fluor counter	TR SRC2 fluor cs	HTT ATP protect	TRb SRC2 PPI	Tau fibril ThT	L3MBTL1 block	Tau FP inhib
C#CCSc1nc(-c2cccs2)ccc1C#N	-3.1%	-8.4%	1.5%	-10.1%[10 µM]	7.0%	-6.7%	18.0%	u
Cc1ccsc1CN1CCC(C(=O)NCc2ccccc2Cl)CC1	-17.0%	1.2%	0.9%	x	-7.8%	-6.3%	12.2%	6.0%
COCc1cc(N2CCCCC2)nc(-c2ccccc2)n1	-7.8%	-12.7%	-1.4%	-28.4%	0.4%	-5.0%	6.5%	u
OCCOc1nnnn1-c1ccccc1	-5.3%	-6.3%	-2.4%	-12.6%	5.3%	-2.5%	1.0%	1.2%
CC(C)c1ccccc1NC(=O)Cn1c(/C=C/c2ccccc2)nc2ccccc21	27.7%	-6.7%	1.3%	-8.2%[10 µM]	-6.2%	1.4%	x	-7.7%
N#Cc1nc(COc2ccc(F)cc2)oc1NCCCn1ccnc1	8.3%	1.2%	-0.8%	-7.0%[10 µM]	0.9%	3.1%	x	2.2%
Cc1ccc(/C=N/NC(=O)C2CCN(Cc3ccc(F)cc3Cl)CC2)o1	u	-11.5%	2.3%	-11.8%	-0.5%	-5.3%	-8.1%	-3.3%
COc1cccc(-c2nnc3sc(-c4ccccn4)nn23)c1	i	-14.6%	-2.5%	-19.1%[0.074 µM]	-9.6%	u	0.2%	-3.2%
CC12CCC(C(=O)Nc3ccc4c(c3)OCCO4)(OC1=O)C2(C)C (configuration not stated)	-8.1%	-6.5%	-2.2%	-18.1%[10 µM]	-7.8%	-3.1%	x	-0.2%
Cc1cc(C(=O)NC2CCCCC2)c(C)n1-c1ccc(F)cc1	-1.2%	-0.3%	5.6%	1.3%[1.9 µM]	0.3%	5.1%	-10.7%	0.7%
COc1cc(Cl)c(S(=O)(=O)NCCN2CCOCC2)cc1Cl	i	-5.6%	-3.9%	11.0%	-6.7%	-4.8%	x	1.7%
Cc1c(C)n(C)c2ccc(C(=O)NCc3cccc(F)c3)cc12	x	-27.8%	0.0%	x	5.7%	-12.4%	x	11.2%
CCC(=O)Nc1ccc2nc(SCCOc3cccc(C)c3)sc2c1	x	u	9.7%	x	-1.3%	-11.0%	x	u
COC(=O)c1ccccc1NC(=O)C1=CC(c2ccc(C)cc2)=NS(=O)(=O)N1C	x	-13.3%	-0.7%	x	1.4%	2.5%	x	u

# Given with each value named: entries from further up.
SMILES: N#Cc1nc(COc2ccc(F)cc2)oc1NCCCn1ccnc1
  RECQ1 inh = 8.3% | Tau fluor counter = 1.2% | TR SRC2 fluor cs = -0.8% | HTT ATP protect = -7.0%[10 µM] | TRb SRC2 PPI = 0.9% | Tau fibril ThT = 3.1% | L3MBTL1 block = x | Tau FP inhib = 2.2%

SMILES: Cc1cc(C(=O)NC2CCCCC2)c(C)n1-c1ccc(F)cc1
  RECQ1 inh = -1.2% | Tau fluor counter = -0.3% | TR SRC2 fluor cs = 5.6% | HTT ATP protect = 1.3%[1.9 µM] | TRb SRC2 PPI = 0.3% | Tau fibril ThT = 5.1% | L3MBTL1 block = -10.7% | Tau FP inhib = 0.7%

# Only part of the results is shown; the hit share may differ from the screen's.
